Source: PubChem BioAssay
Nrf2 activator: Nrf2 pathway activation; AREc32 ARE-luciferase reporter (MCF7-derived line), luminescence, 24 h; Potency, µM (series often up to 46.1 µM), without a hit: top-dose activation, actives largely listed as activators; 410,000 tested, 0.31% active; AID 624171; note: potency is the fitted concentration of half-maximal effect; % of control where 0% means no effect; nearly all actives have a fitted effect of over 65% in size
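Steps: seed AREc32_Fluc cells (1000/well, 5% FBS OPTI-MEM); incubate overnight at 37 deg C; add 23 nL compound; incubate 24 hr; add Steady-Glo; hold 30 min RT; read luminescence.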
EPAC2 agonist: EPAC2 (human) agonism | Q8WZA2 | EPAC2 activation, biochemical qHTS; response scale: 100% = 6.5 mM cAMP response | Potency, µM (doses to about 154 µM), without a hit: at the top dose activation, hits mostly activators | 360,000 tested, 0.079% active; note: potency is the fitted concentration of half-maximal effect; nearly all actives have a fitted effect of over 50% in size
Target sequence (Q8WZA2 whole entry, looked up): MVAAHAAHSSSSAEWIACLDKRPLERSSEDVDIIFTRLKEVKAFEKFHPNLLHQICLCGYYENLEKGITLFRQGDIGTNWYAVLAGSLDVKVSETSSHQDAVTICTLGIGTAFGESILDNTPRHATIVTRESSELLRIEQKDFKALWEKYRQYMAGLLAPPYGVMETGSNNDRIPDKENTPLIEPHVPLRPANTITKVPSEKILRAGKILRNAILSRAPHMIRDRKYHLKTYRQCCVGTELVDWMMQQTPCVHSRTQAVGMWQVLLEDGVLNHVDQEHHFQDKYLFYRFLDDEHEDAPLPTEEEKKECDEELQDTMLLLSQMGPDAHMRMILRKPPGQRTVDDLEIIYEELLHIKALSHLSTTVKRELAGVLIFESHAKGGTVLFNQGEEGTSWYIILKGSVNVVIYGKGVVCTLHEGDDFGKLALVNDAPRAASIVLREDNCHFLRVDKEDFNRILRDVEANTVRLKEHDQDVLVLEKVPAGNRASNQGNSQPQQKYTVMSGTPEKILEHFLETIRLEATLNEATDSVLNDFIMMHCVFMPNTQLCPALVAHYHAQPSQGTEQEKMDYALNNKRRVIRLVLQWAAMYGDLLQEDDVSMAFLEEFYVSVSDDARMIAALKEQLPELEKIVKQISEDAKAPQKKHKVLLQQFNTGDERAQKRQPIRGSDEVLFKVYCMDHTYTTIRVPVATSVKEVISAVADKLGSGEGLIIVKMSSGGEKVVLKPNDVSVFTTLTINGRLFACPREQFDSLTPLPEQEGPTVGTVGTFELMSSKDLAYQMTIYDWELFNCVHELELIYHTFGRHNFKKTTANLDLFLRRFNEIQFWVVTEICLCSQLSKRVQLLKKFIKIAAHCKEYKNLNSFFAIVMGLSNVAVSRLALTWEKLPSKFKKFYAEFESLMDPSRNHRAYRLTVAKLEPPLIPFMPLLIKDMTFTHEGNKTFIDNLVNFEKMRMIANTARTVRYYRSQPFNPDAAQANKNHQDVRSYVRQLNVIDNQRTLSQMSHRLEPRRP
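Fluorescence exchange assay: 100 nM EPAC2 with 250 nM RAP1B-BODIPY-GDP and 50 uM GDP; compounds tested as a concentration-titration series (qHTS). Loss of Rap1-bound BODIPY-GDP fluorescence read at 480/540 nm; data normalized to 6.5 mM cAMP.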
EPAC2 antagonist: blocks human EPAC2 exchange factor; Q8WZA2; EPAC2 GEF exchange of Rap1B-BODIPY-GDP, fluorescence; Potency, µM (doses to about 114 µM), for inactives: at the top dose activity, negative = inhibition, hits mostly inhibitors; 360,000 tested, 0.18% active; note: potency is the fitted concentration of half-maximal effect; % is set by controls: 0 for no effect and ±100 for the full control effect; nearly all actives have a fitted effect of over 45% in size; many of its hits are not listed in these tables
CCT modulator: changes cytosolic chaperonin activity. activity change, % (test concentration not listed), hits read low. 360,000 tested, 0.3% active. purified chaperonin ATPase assay, HTRF ADP detection, 30 min; in the data active = activity change below about -30%; note: % is set by controls: 0 for no effect and ±100 for the full control effect
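ATPase activity: ADP formed was measured by HTRF Transcreener (665/615 nm ratio) after 30 min at 37 deg C with 10 uM ATP. Compounds screened at one 76 uM concentration against 40 or 20 nM TRiC in Tris pH 7.4/KCl/MgCl2/DTT buffer.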
Akt phos inh: Akt phosphorylation inhibition; Neuro2A IGF-stimulated pAkt S473 HTRF, 20 min; hits give low values; activity change, % for hits at 50 µM; 360,000 tested, 0.32% active; AID 651550; in the data active = activity change below about -80%; inconclusive = mostly about -51% to -80%; note: % is set by controls: 0 for no effect and ±100 for the full control effect
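Neuro2A cells (4,500/well, DMEM with 0.5% FBS) were treated with compound at a single 50 µM final concentration, stimulated with 6 nM IGF for 20 min at 37 °C, and lysed. Phospho-Akt Ser473 was read by HTRF as 665/615 ratio ×10^4.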
Nrf2 block: inhibitors of Nrf2 signaling. AID 504444. A549 ARE-Fluc reporter, luciferase luminescence, 18-24 h. Potency, µM (series often up to 46 µM), for inactives: at the top dose activity change, negative = inhibition, most hits filed as inhibitors. 360,000 tested, 2.1% active; note: potency is the fitted concentration of half-maximal effect; % is set by controls: 0 for no effect and ±100 for the full control effect; nearly all actives have a fitted effect of over 60% in size
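Cells were seeded and rested 2 h, then exposed to compounds for 18-24 h. CellTiter-Fluor was read first as a viability measure. BugLite was added 15 min before the final luminescent read of ARE-luciferase activity in A549 cells.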
A549 viability: A549 cytotoxicity, counter-screen for Nrf2 inhibitors. 390,000 tested, 0.16% active. A549 ARE-Fluc cells, CellTiter-Fluor viability, 18-24 h. Potency, µM (series often up to 46 µM), without a hit: at the top dose activity change, negative = cytotoxicity, actives largely listed as inhibitors; note: potency is the fitted concentration of half-maximal effect; % is set by controls: 0 for no effect and ±100 for the full control effect
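A549 ARE-Fluc cells in 5% FBS OPTI-MEM, 5000 cells/well, rested 2 h then exposed to compounds in concentration-response for 18-24 h at 37 °C. Viability by CellTiter-Fluor fluorescence (Ex 405/Em 525) after 30 min; luciferase luminescence (BugLite, 15 min, RT) read afterwards.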
Mm-Cpn inhibitor: M. maripaludis TRiC chaperonin inhibition; 330,000 tested, 0.031% active; Potency, µM (top dose mostly 76.9 µM), for inactives: at the top dose activity, negative = inhibition, hits mostly inhibitors; purified Mm-Cpn ATPase, ADP Transcreener TR-FRET; note: potency is the fitted concentration of half-maximal effect; % is set by controls: 0 for no effect and ±100 for the full control effect; nearly all actives have a fitted effect of over 80% in size
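Eu-cryptate anti-ADP/ADP-d2 competition gives a ratio inversely related to ADP. Enzyme at 25 nM was pre-exposed to compound for 10 min, then given 10 uM ATP for 30 min, 37°C throughout.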
TGFb SMAD3 inh: inhibitors of TGF-b signaling | Potency, µM (highest dose often 46.1 µM), for the others: at the highest dose activity, negative = inhibition, most hits filed as inhibitors | 410,000 tested, 1.2% active | HepG2 CAGA-GFP TGF-b/SMAD3 reporter, GFP fluorescence, 18 h; TGF-beta stimulated, 500 pg/mL final; note: potency is the fitted concentration of half-maximal effect; % is set by controls: 0 for no effect and ±100 for the full control effect; nearly all actives have a fitted effect of over 65% in size
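Per well, imaged GFP fluorescence of HEPG2 CAGA-GFP cells gives the signal; cells get compound, then TGF-beta (500 pg/mL final), 18 h at 37 degrees C; %Activity versus -TGF-beta and +DMSO controls.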
* = called active by the depositor; i = inactive; ? = inconclusive; nt = no result given; & = joins results of further samples; [ ] = remark or other dose. Unless noted, calls come from the whole dose curve; as a rule, active = well fitted curve in the direction sought with a large enough effect; inconclusive = small, poorly fitted or top-dose-only effect, or another doubt; inactive = no such curve, though single readings can be large; an effect the other way counts as inactive or inconclusive. Only part of the results is shown; the hit share may differ from the screen's.

SMILES	Nrf2 activator	EPAC2 agonist	EPAC2 antagonist	CCT modulator	Akt phos inh	Nrf2 block	A549 viability	Mm-Cpn inhibitor	TGFb SMAD3 inh
COc1cccc(NC(=O)C2CCN(S(=O)(=O)c3ccc4c(c3)C(C)(C)C(=O)N4C)CC2)c1	3.1%	6%	-14%	0.1	i	-9%	-2%	0%	?
O=C(c1ccc(F)cc1)N1CCC(c2nc3ccccc3o2)CC1	0.7%	nt	nt	nt	nt	-8%	3%	nt	-15%
CCC(=O)Nc1ccnc(-c2cccnc2)n1	-0.1%	0%	4%	0.4	i	3%	-15%	1%	19%
Cc1ccc(/C=N/NC(=O)CC(=O)NCc2cccnc2)cc1	3.2%	17%	0%	-0.7	i	-2%	11%	1%	-22%
O=C(Nc1ccc2c(c1)OCCO2)c1cccnc1	0.4%	9%	-1%	-1.8	i	18%	-8%	-1%	-1%
COc1ccccc1C(=O)Nc1ccccc1N1CCOCC1	-0.4%	-32%[inhibitor][15.6 µM]	-4%	0.0	nt	4%	-7%	-2%	1%
C=CCOC(=O)C1=C[C@@H](c2ccccc2)C[C@@H](OCc2ccc(CO)cc2)O1	0.2%	2%	6%	-1.5	i	11%	-8%	nt	-3%
Cc1ccc(NC(=O)CN2c3ccccc3S(=O)(=O)c3ccccc32)cc1F	0.4%	nt	nt	nt	nt	1%	-6%	nt	?
Cc1ccc(C2CC(=O)Nc3c2c(C)nn3-c2nc(C)cc(C)n2)c(C)c1 (centres undefined)	-0.3%	nt	nt	nt	nt	16%	-1%	nt	9%
Cc1cnc(NC(=O)CSc2nnc(COc3c(C)cccc3C)o2)s1	-0.1%	2%	7%	-0.2	i	14%	0%	1%	8%
Cc1cc(C)c(S(=O)(=O)c2ccccc2C)c(SCC(C)C)n1	-0.8%	-12%	?	-1.0	i	-7%	-2%	0%	-28%
CC1CCN(c2ccccc2NC(=S)NC(=O)c2ccco2)CC1	6.5%	25%	-26%	-2.3	i	5%	9%	nt	?
COc1cccc(CN(CC(=O)NC2CCCC2)C(=O)c2csnn2)c1	-0.3%	-1%	1%	-2.2	i	1%	2%	?	0%
COc1ccc(N2CCN(C(=O)c3cn(CC(C)C)c(=O)c4c3c3ccccc3n4C)CC2)cc1	4.8%	nt	nt	nt	nt	?	-16%	nt	?
COc1ccc(NS(=O)(=O)c2cc(NC(=O)C3=NN(c4ccccc4)C(=O)CC3)ccc2OC)cc1	-0.1%	5%	0%	-0.4	i	?	1%	-3%	-3%
Cc1ccc(CN2CC(=O)N3[C@H]4c5cc(Cl)ccc5OC[C@@H]4[C@H](c4ccccc4)[C@]3(C)C2=O)cc1	0.6%	-4%	-10%	0.3	i	-7%	11%	-1%	0%
CCOc1ccc(C(=O)Nc2ccc(NC(=O)c3ccccc3)c(C)c2)cc1[N+](=O)[O-]	0.5%	-2%	-2%	-1.0	i	-20%	-13%	-1%	-25%
COc1cc(O)c(C(CC(=O)N2CCCC(C)C2)c2cc(OC)c(OC)c(OC)c2)c(OC)c1 (centres undefined)	0.4%	0%	-5%	0.2	i	-5%&-16%	-10%&-8%	2%	-7%&12%
Cn1c(CO)cnc1S(=O)(=O)Cc1ccc([N+](=O)[O-])cc1	-0.3%	-3%	2%	-2.4	i	nt	0%	3%	?
CCCCOC(=O)c1ccc(NC(=S)NC(=O)c2c(Br)c(C)nn2C)cc1	-0.7%	13%	3%	0.5	i	?	3%	1%	-17%
C=CCNC(=O)COc1ccc(S(=O)(=O)NC2CCCCC2)cc1	0.2%	5%	4%	-1.6	i	-2%	3%	3%	0%
C[C@H](CO)N1C[C@H](C)[C@@H](CN(C)C(=O)C2CCCCC2)OCc2cnnn2CCCC1=O	-0.6%	7%	7%	-1.4	i	nt	nt	nt	-3%
Cc1ccc[n+](CC(=O)Nc2nc3ccccc3s2)c1	2.6%	2%	-10%	-1.0	i	4%	7%	0%	-12%
Cc1c(C(=O)OC2CCCC2)[nH]c2c1C(=O)CC(c1ccco1)C2 (centres undefined)	3.4%	0%	-7%	2.3	i	?	-1%	-1%	?
COc1cc(CC(=O)OCC(=O)Nc2cccc([N+](=O)[O-])c2)cc(OC)c1OC	-0.1%	-4%	-9%	-2.1	i	-6%	12%	1%	-14%
Cn1c(Cc2cccs2)nnc1SCC(=O)Nc1ccc(F)cc1F	0.0%	12%	5%	-2.9	i	-11%	2%	1%	7%
Cc1ccc(C(=O)Cn2c(C)cc(C)c(C#N)c2=O)cc1	-0.8%	1%	-1%	1.5	i	-14%	-9%	-4%	1%
COc1ccc(OC)c(C(C(=O)NC2CCCCC2)N(C(=O)c2ccccn2)c2cccnc2)c1 (centres undefined)	-0.4%	8%	3%	-1.3	i	6%	0%	-1%	0%
CN(Cc1cnn(C)c1)C(=O)C1CCC(=O)N(Cc2ccc(Cl)cc2)C1 (centres undefined)	-1.1%	2%	2%	-1.3	i	-12%	-5%	0%	2%
CN(C)c1ccc(/C=C(\NC(=O)c2ccccc2)C(=O)N/N=C/c2ccc(C(=O)O)cc2)cc1	-0.1%	3%	0%	-3.5	i	1%	-9%	-5%	0%
O=C(Nc1ccc(N2CCCC2)cc1)C(Cl)c1ccccc1 (centres undefined)	4.7%	4%	19%	1.7	i	?	-11%	-3%	-16%
CN(C)S(=O)(=O)c1ccc(C(=O)OCn2nnc3ccccc3c2=O)cc1	-0.6%	9%	-3%	-2.3	i	19%	-5%	0%	-2%
O=C(c1ccccc1)N1CCN(CC(O)COc2ccc(Br)cc2)CC1 (centres undefined)	4.4%	-8%	0%	-2.6	i	-10%	-12%	-1%	-13%
Cc1ccc(C)n1CCN1CCN(C(=O)CC#N)CC1	0.1%	5%	2%	0.2	i	-4%	2%	-2%	23%
Cc1ccc(S(=O)(=O)N(C)c2ccc(C(=O)NCc3ccccc3F)cc2)cc1	0.5%	10%	10%	-0.8	i	1%	-4%	2%	11%
CSc1ccc(/C=C(\NC(=O)c2ccc(C)cc2)C(=O)NN)cc1	-0.1%	7%	2%	-1.3	i	1%	13%	-9%	-10%
Cc1ccc(/C=N/NC(=O)c2nnn(-c3nonc3N)c2CSc2ccccc2)s1	-0.1%	3%	6%	-3.3	i	-30%	-8%	-3%	-1%
Cc1ccc(NC(=O)c2cc(=O)[nH]c3ccc(S(=O)(=O)N4CCOCC4)cc23)cc1	0.6%	10%	13%	-0.9	i	-8%	-3%	0%	0%
CC(C)NC(=O)C1(C)CCN1Cc1ccc(-c2ccccc2)cc1 (centres undefined)	0.7%	7%	-20%	-2.1	i	nt	nt	nt	-17%
CC1(C(=O)NS(=O)(=O)c2ccccc2)CCN1C(=O)CC1CCCCC1 (centres undefined)	-1.2%	2%	-12%	0.1	i	nt	nt	nt	-2%
Cc1ccccc1OCC(=O)Nc1ccc2nc(SCC(=O)N3CCOCC3)sc2c1	1.4%	nt	nt	nt	nt	?	0%	nt	-12%
CNc1nc(-c2ccccc2)nc(-c2ccccc2)c1C#N	0.2%	3%	6%	1.3	?	?	15%	nt	28%
Nc1ccc(OCCCc2c(N)nc(N)nc2N)cc1	0.0%	-4%	-3%	-0.2	i	-1%	-1%	-4%	18%
Cc1ccc(-n2ncc3c(SCc4ccccc4)ncnc32)cc1	0.0%	12%	-16%	-5.5	i	6%	-1%	-1%	-19%
O=[N+]([O-])c1ccc(N2CCN(C(=S)c3cccc([N+](=O)[O-])c3)CC2)cc1	-0.6%	7%	1%	-1.8	i	?	?	1%	2%
O=C(Nc1ncn[nH]1)c1ccc([N+](=O)[O-])cc1[N+](=O)[O-]	-0.6%	2%	-3%	-2.3	i	-14%	5%	-1%	11%
CCc1cccc(NC(=O)CN(C)C2=NS(=O)(=O)c3ccccc32)c1	0.1%	9%	-15%	0.7	i	-2%	0%	3%	-1%
COc1cc(OC)c(OC)cc1/C=N/NC(=S)NCC1CCCO1 (centres undefined)	-0.4%	-4%	-6%	-2.3	i	4%	1%	-1%	-62%
Cc1ccc(F)c(S(=O)(=O)NC(=O)C2(C)CCN2C(=O)c2cccc3ccccc23)c1 (centres undefined)	0.0%	0%	-18%	-0.8	i	nt	nt	nt	12%
CCn1c(SCC(=O)Nc2cc(NC(C)=O)ccc2OC)nnc1-c1cccnc1	-1.0%	-12%	5%	-1.0	?	4%	-1%	0%	2%

Next part
SMILES	Nrf2 activator	EPAC2 agonist	EPAC2 antagonist	CCT modulator	Akt phos inh	Nrf2 block	A549 viability	Mm-Cpn inhibitor	TGFb SMAD3 inh
CCCCOc1ccc(C(=O)Nc2ccc(N3CCN(C(C)=O)CC3)cc2)cc1	-0.3%	-4%	0%	-4.2	i	-10%	17%	-3%	1%
CCC(CC)c1nnc(NC(=O)c2cc([N+](=O)[O-])ccc2N2CCCCC2)s1	4.9%	10%	-9%	0.0	i	-27%	-4%	-2%	-22%
Cc1ccc(-c2cc3c(n2-c2ccc(C)cc2)CC(C)(C)CC3=O)cc1	-0.5%	nt	nt	nt	nt	12%	2%	nt	6%
COc1ccc(Br)cc1CN(C)CC(=O)Nc1cc(Cl)cc(Cl)c1	2.5%	5%	1%	-4.2	i	?	-12%	-2%	-26%
N#Cc1ccc(-c2ccccc2)nc1SCC(=O)c1cc2ccccc2oc1=O	26%	5%	17%	1.3	i	?	?	-8%	-21%
CCOc1ccc(NC(=S)N(CCOC)C(C)c2ccco2)cc1 (centres undefined)	-0.2%	11%	-5%	0.5	i	4%	26%	-1%	-5%
